GPR55 beta-arrestin: GPR55 agonists via beta-arrestin recruitment, primary screen, imaging, U2OS cells, beta-arrestin-GFP redistribution (AID 1961). U2OS GPR55 beta-arrestin-GFP redistribution imaging; higher % means a stronger effect. one-dose activation, % at 10 µM; EC50 in µM for titrated hits. 290,000 compounds, 0.048% hits;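 active = activation above 40% with more than 50 cells counted in the well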;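 also: U2OS osteosarcoma cells stably expressing GPR55 and beta-arrestin-GFP; plate controls were DMSO negative control for no effect and LPI positive control for full effect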
Siah-1 displacement: blockers of Siah-1 interaction with plectin peptide – biochemical, fluorescence polarization, rhodamine-plectin, uHTS, primary screen (AID 1817); Siah-1 / rhodamine-plectin peptide fluorescence polarization; higher % means a stronger effect; 290,000 compounds, 0.02% hits; one-dose displacement, % at 20 µM; IC50 in µM for titrated hits;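 active = displacement of at least 50% at 20 µM, with a fluorescence ratio check between 0.3 and a set limit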;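 also: plate controls were Siah plus tracer with DMSO for no effect and tracer alone without Siah for full effect; strong numbers were not always called active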
GPR55 antagonists: inhibition of LPI-stimulated GPR55 beta-arrestin translocation – imaging, U2OS, beta-arrestin-GFP, LPI agonist, primary screen (AID 2013) | U2OS GPR55 beta-arrestin-GFP translocation imaging, LPI antagonism; higher % means a stronger effect | inhibition, % at 10 µM; hits with a dose series show IC50 in µM | 290,000 compounds, 0.13% hits;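 active = spots per cell inhibited over 60%, with over 100 cells counted and total cytoplasm intensity under 500,000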;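 also: U2OS cells stably carrying GPR55 and arrestin-GFP stimulated by 5 µM LPI near EC80; imaged beta-arrestin-GFP aggregate spots per cell after agonist stimulation; plate controls were LPI-stimulated DMSO wells for no effect and DMSO wells without LPI for full effect; some results filed as inactive read as strong as hits; confirmed hits need IC50 under 10 µM and bright autofluorescent wells are also inconclusive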
GPR35 arrestin U2OS: GPR35 antagonists blocking zaprinast-driven arrestin recruitment, primary screen, imaging, U2OS, beta-arrestin-GFP, zaprinast agonist (AID 2058); inhibition, % at 10 µM, or IC50 in µM where a hit was titrated; 290,000 compounds, 0.052% hits; U2OS GPR35 beta-arrestin-GFP translocation imaging, zaprinast antagonism; higher % means a stronger effect;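 active = inhibition of at least 50% with at least 30 cells and total cytoplasm GFP at most 10,000,000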
KOR beta-arrestin-1: kappa opioid receptor blockers – cell-based, luminescence, uHTS (AID 1778); KOR beta-arrestin recruitment, luminescence, antagonist mode; higher % means a stronger effect; one-dose inhibition, % at 10 µM; IC50 in µM for titrated hits; 290,000 compounds, 0.091% hits; in the data active = inhibition above about 50%; also: strong numbers were not always called active
NOD1 NF-kB reporter: inhibition of NOD1-driven NF-kB reporter – cell-based, luminescence, uHTS, primary screen (AID 1578). NOD1-driven NF-kB luciferase reporter cells, luminescence; higher % means a stronger effect. one-dose inhibition, % at 4 µM; EC50 in µM for titrated hits. 290,000 compounds, 1% hits; in the data active = inhibition mostly above about 36%, no sharp cut-off; inactive = mostly below about 34%;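 also: HEK-293T reporter cells stimulated with the NOD1 agonist gamma-tri-DAP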
HIV fusion peptide: cell-free HIV fusion peptide-binding blockers – biochemical, uHTS, fluorescence dequenching, primary screen (AID 1986). cell-free peptide binding, fluorescence dequenching, 30 min; higher % means a stronger effect. inhibition, % at 20 µM; hits with a dose series show IC50 in µM. 290,000 compounds, 0.3% hits; in the data active = inhibition mostly above about 52%, no sharp cut-off; inactive = mostly below about 76%; also: some results filed as inactive read as strong as hits
KOR beta-arrestin-2: kappa opioid receptor activators – cell-based, luminescence, uHTS, primary screen (AID 1777); KOR beta-arrestin recruitment, luminescence; higher % means a stronger effect; one-dose activation, % at 10 µM; EC50 in µM for titrated hits; 280,000 compounds, 0.02% hits; in the data active = activation above about 50%, passing the limit was not always enough; also: a part of the inactive calls stands beside numbers as strong as those of hits
AID2073: disruptors of CaV2.2 binding to Mint1 – biochemical, HTRF (AID 2073); HTRF protein-protein interaction, Mint1-CaV2.2; higher % means a stronger effect; one-dose inhibition, % at 20 µM; IC50 in µM for titrated hits; 290,000 compounds, 0.19% hits; in the data active = inhibition mostly above about 51%, no sharp cut-off; also: some results filed as inactive read as strong as hits
* hit, by the source's call; nt = not tested or not shown; [ ] = dose if it differs, or a comment. An excerpt; rates above refer to the full screens.

SMILES	GPR55 beta-arrestin	Siah-1 displacement	GPR55 antagonists	GPR35 arrestin U2OS	KOR beta-arrestin-1	NOD1 NF-kB reporter	HIV fusion peptide	KOR beta-arrestin-2	AID2073
O=C(Nc1cccc(C(=O)Nc2ccc(F)cc2F)c1)c1ccccc1	-0.3%	-3%	1%	-14%	-42%[20 µM]	-15%	1.5%	-1.8%	1%
Cc1csc(N(C(=O)c2ccccc2F)c2ccccc2)n1	-0.4%	3%	17%	0%	-6%	-32%	0.0%	-0.6%	-6%
Cc1nn(-c2ccccc2)c(N2CCCC2)c1/C=N/NC(=O)c1cc(-c2ccccc2)nc2ccccc12	0.1%	-6%	6%	21%	10%	34%	-1.1%	-2.9%	28%
C/C(=N\NC(=S)NCc1ccccc1)c1ccc(Cl)cc1	-0.4%	4%	15%	-2%	2%	-34%	-0.5%	11%	-15%
Cc1ccc(S(=O)(=O)N2CCC(C(=O)N3CCC[C@H]3C(=O)NCc3ccco3)CC2)cc1	0.1%	-1%	9%	-4%	-15%	-2%	-0.1%	12%	39%
NC(=O)C(c1ccccc1)c1ccc(C(=O)c2ccccc2)cc1 (configuration not stated)	0.0%	15%	-4%	3%	12%	2%	1.1%	-1.5%	-2%
Cc1ccccc1CNS(=O)(=O)c1csc(C(N)=O)c1	-0.2%	-6%	-6%	9%	10%	1%	0.5%	-1.1%	18%
COc1ccc(C(=O)NN(C)c2nc(-c3ccccc3)cc(C)c2S(C)(=O)=O)cc1	-0.2%	-3%	5%	5%	-30%	-4%	-2.0%	0.8%	10%
CCC(CC)C(=O)Nc1cccc(-c2nc3ccccc3o2)c1	-0.1%	-3%	9%	1%	-28%	nt	2.0%	4.0%	5%
Cc1ccc(C)c(N2CCN(C(=O)c3ccc(CS(=O)Cc4ccc(Cl)cc4)o3)CC2)c1 (configuration not stated)	0.1%	2%	-12%	11%	-16%	9%	-0.9%	3.4%	7%
CCOc1cc(N2CCOCC2)c(OCC)cc1NC(=O)c1c(-c2ccccc2Cl)noc1C	-0.5%	-2%	5%	-2%	-5%	4%	-1.4%	-2.1%	-6%
COC(=O)c1ccccc1NC(=O)CSc1ccccn1	-0.2%	0%	6%	6%	-2%	-17%	1.7%	2.0%	2%
O=C(CCl)Nc1cccc(-c2cnc3ccccc3n2)c1	0.0%	-1%	-4%	12%	-7%	104%*	1.8%	47%	6%
CCC(Sc1nc2n[nH]c(C)c2c(=N)n1-c1cccc(Cl)c1C)C(=O)N(CC)CC (configuration not stated)	-0.1%	-5%	-14%	-1%	2%	32%	-2.5%	0.5%	4%
COC(=O)N/N=C\c1cc(Br)ccc1OCc1ccccc1	-0.2%	-2%	5%	-3%	nt	-22%	1.0%	-1.6%	-2%
CNC(=S)Nc1ccc(Cc2ccncc2)cc1	-0.1%	10%	7%	0%	-2%	-9%	-1.0%	-3.3%	-6%
Cc1cccc(N2CCN(c3ccc(N4C(=O)CCCC4=O)cc3[N+](=O)[O-])CC2C)c1 (configuration not stated)	-0.3%	1%	15%	-1%	21%	2%	-1.6%	4.4%	-9%
COc1ccc(CCNC(=O)C(=O)N/N=C/c2cccs2)cc1OC	-0.1%	-1%	-10%	8%	-132%[20 µM]	-44%	-1.9%	nt	6%
CCc1[nH]nc2c1C(Cc1ccccc1)C(C#N)=C(N)O2 (configuration not stated)	-0.1%	-2%	13%	8%	-33%	8%	-0.4%	-4.6%	-4%
Cc1ccc(Nc2nc3ccccc3nc2Nc2c(C)n(C)n(-c3ccccc3)c2=O)cc1	-0.1%	6%	31%	-12%	13%	-36%	1.7%	2.3%	4%
Cc1ccc(-c2csc3ncnc(OCC(=O)NC(=O)NCc4ccco4)c23)cc1	0.6%	0%	-7%	-3%	-14%	8%	-1.8%	-7.5%	33%
O=C(/C=C/c1ccc(Cl)cc1Cl)N1CCN(c2ccccc2[N+](=O)[O-])CC1	0.1%	0%	8%	-10%	-4%	nt	-3.6%	12%	-5%
O=C(Nc1ccccc1C(=O)O)c1ccc(NC(=O)c2ccc(Br)o2)cc1	0.0%	4%	13%	11%	-25%	26%	0.6%	0.7%	0%
O=C(NC1=NCCS1)NC12CC3CC(CC(C3)C1)C2	0.5%	13%	14%	-8%	16%	-13%	-0.1%	-2.9%	0%
O=S(=O)(c1ccccc1)N1CCN(c2nc(-c3cccs3)nc3ccccc23)CC1	0.1%	10%	9%	-4%	13%	2%	-2.1%	0.8%	7%
The listing continues:
SMILES	GPR55 beta-arrestin	Siah-1 displacement	GPR55 antagonists	GPR35 arrestin U2OS	KOR beta-arrestin-1	NOD1 NF-kB reporter	HIV fusion peptide	KOR beta-arrestin-2	AID2073
COc1cc(C2Nc3ccccc3C(=O)N2NS(C)(=O)=O)c([N+](=O)[O-])cc1OC (configuration not stated)	-0.3%	2%	9%	16%	-20%	-4%	-1.1%	-1.6%	-25%
CNc1oc(-c2ccc(Cl)cc2)nc1C#N	0.5%	-5%	-4%	-9%	-5%	-23%	-2.5%	-1.2%	25%
COc1cc(/C=C2\SC(=O)N(c3ccc(Cl)cc3)C2=O)cc([N+](=O)[O-])c1O	-0.1%	5%	-1%	-2%	10%[20 µM]	8%	48%	-12%	nt
O=C1OCCC1Sc1nnc(-c2ccc3c(c2)OCO3)o1 (configuration not stated)	-0.2%	2%	11%	1%	8%	-4%	0.2%	0.0%	-3%
Cc1ccc(CNC(=O)C2CC3Cn4c(nc5cc(Cl)c(Cl)cc54)C3N2C)o1 (configuration not stated)	-0.1%	0%	-3%	6%	-2%	-8%	-0.5%	8.6%	12%
Cc1noc(C)c1COC(=O)/C=C/c1ccc(Cl)cc1	0.1%	-1%	-10%	-2%	-20%	-45%	-0.2%	7.4%	-17%
CCCCCCCCCC(=O)N1CCN(c2cc3c(cc2F)c(=O)c(C(=O)O)cn3CC)CC1	0.3%	3%	19%	-5%	11%	-5%	1.9%	-3.5%	49%
C=C(C)C(=O)Nc1cccc(C2=NOC3(C2)C[C@@H](C(N)=O)N(C(=O)c2cc([N+](=O)[O-])cc([N+](=O)[O-])c2C)C3)c1 (some centres not stated)	-0.1%	6%	-12%	-7%	23%	8%	6.4%	-3.4%	41%
O=S(=O)(c1ccc(F)cc1)N1CCC(N2CCCCCC2)CC1	0.0%	-1%	21%	0%	9%	-9%	3.0%	0.7%	-3%
O=C(c1ccco1)N1CCCC(c2nc3c(nnn3Cc3c(Cl)cccc3Cl)c(=O)[nH]2)C1 (configuration not stated)	-0.1%	2%	-4%	0%	-61%	-5%	3.0%	3.3%	4%
Cc1ccc(-n2nc3ccc(N)cc3n2)cc1C	0.3%	-11%	6%	-12%	-15%[20 µM]	-35%	8.4%	5.0%	34%
O=C(CCc1c[nH]c2ccccc12)N1CCN(c2ccc(F)cc2)CC1	-0.2%	3%	-9%	-6%	15%	-7%	-0.4%	-2.2%	2%
Cc1ccc(S(=O)(=O)c2nc(S(C)(=O)=O)sc2N2CCC(C)CC2)cc1	-0.2%	3%	13%	24%	-21%	16%	0.4%	-4.2%	-23%
CCOCCCNC(=O)c1c[nH]c2cc(OC)ccc2c1=O	-0.1%	14%	11%	-5%	7%[20 µM]	-39%	0.6%	nt	14%
O=C(CC1c2ccccc2Oc2ccccc21)Nc1ccccc1C(F)(F)F	-0.3%	4%	8%	-16%	-32%	-36%	-0.5%	16%	7%
COc1ccccc1-n1c(SCC(=O)NCc2ccc3c(c2)OCO3)nc2cc([N+](=O)[O-])ccc21	-0.2%	19%	18%	2%	7%	-20%	15%	1.3%	34%
Cc1c[n+](C)ccc1CC1C([N+](=O)[O-])=C[N-]c2ncnn21 (configuration not stated)	0.0%	2%	1%	-8%	1%	-32%	0.4%	-6.9%	1%
COc1cccc(C(O)c2nc3ccccc3n2C(C)C)c1 (configuration not stated)	0.1%	6%	8%	-15%	10%	-6%	-3.3%	0.5%	9%
CCN1CCN(C(=O)CCNC(=O)Cn2cnc3ccccc3c2=O)CC1	-0.2%	2%	8%	14%	-6%	-34%	-0.2%	1.8%	-6%
CCOc1ccc(C2C(C(=O)Nc3cc(C)on3)c3ccccc3C(=O)N2CCN2CCOCC2)cc1 (configuration not stated)	-0.1%	-4%	10%	13%	19%	-3%	-1.0%	-2.8%	2%
O=c1oc(-c2ccccc2)nc2sc3c(c12)CCC3	-0.2%	4%	14%	7%	-28%	-29%	1.5%	-2.9%	22%
O=C(CC(=O)c1ccccc1)Nc1cc([N+](=O)[O-])ccc1Cl	0.3%	4%	1%	14%	-46%[20 µM]	-29%	-1.8%	2.7%	-8%
CCc1ccc(C(=O)NNC(=O)OC)cc1	0.1%	4%	7%	-2%	11%	-24%	-1.3%	-7.4%	12%
Cc1cc(C(=O)CSc2nnnn2C)c(C)n1C1CC1	0.4%	-8%	-1%	3%	9%	-27%	12%	9.5%	0%
O=C(NC1CCCC1)c1ccc(Cl)c(S(=O)(=O)N2CCOCC2)c1	0.3%	6%	-6%	-4%	-12%	-9%	1.0%	-2.2%	2%
Further records.
SMILES	GPR55 beta-arrestin	Siah-1 displacement	GPR55 antagonists	GPR35 arrestin U2OS	KOR beta-arrestin-1	NOD1 NF-kB reporter	HIV fusion peptide	KOR beta-arrestin-2	AID2073
O=C(CSc1n[nH]c(=O)n1Cc1ccco1)c1ccc2c(c1)OCCO2	0.3%	-3%	0%	-10%	12%	-6%	-0.3%	1.1%	2%
Cc1ccc(C(=O)N/N=C2\CCCc3ccccc32)c(C)c1	-0.4%	-1%	8%	0%	-18%	-16%	0.4%	2.6%	8%
Cc1ccc(NC(=O)CN2C(=O)CNC2=O)cc1	-0.1%	2%	0%	-6%	-25%	10%	-2.7%	1.2%	12%
O=C(Nc1cccc(Cl)c1)OCc1cnc(Cl)s1	0.0%	-3%	15%	-12%	2%	-13%	-0.3%	-1.6%	3%
O=C(Nc1nccs1)c1cccc(N2C(=O)c3cccc4c([N+](=O)[O-])ccc(c34)C2=O)c1	-0.1%	0%	1%	0%	-55%	4%	1.2%	0.2%	15%
O=C(Nc1ccc(Cl)cc1)N(Cc1nnc2n1CCCCC2)c1ccccc1	-0.2%	0%	2%	18%	-46%	-16%	-0.8%	15%	-3%
CCOC(=O)C1CCN(S(=O)(=O)c2ccc(-c3ccc(=O)[nH]n3)o2)CC1	-0.3%	2%	5%	5%	-21%	28%	-2.1%	-1.0%	7%
CCN1CCN(Cc2ccc(OC)c(OCc3ccccc3)c2)CC1	-0.2%	2%	5%	-12%	-22%	-26%	0.6%	7.4%	0%

Single entries from above:
NOD1 NF-kB reporter with O=C(Nc1cccc(Cl)c1)OCc1cnc(Cl)s1 reads -13%
GPR55 antagonists with O=C(Nc1nccs1)c1cccc(N2C(=O)c3cccc4c([N+](=O)[O-])ccc(c34)C2=O)c1 reads 1%
NOD1 NF-kB reporter with CCOC(=O)C1CCN(S(=O)(=O)c2ccc(-c3ccc(=O)[nH]n3)o2)CC1 reads 28%
